High-throughput results deposited in PubChem BioAssay by National Center for Advancing Translational Sciences (NCATS).
HCMV antiviral: inhibitors of human cytomegalovirus | HFF cells, HCMV-luciferase reporter, 72 h; stronger effect = lower value | activity change, negative = inhibition, % at 57.5 µM | 410,000 compounds, 4.5% hits | AID 1259415; in the data active means activity change below about -60%; inconclusive means no clear call, values can overlap the other calls; inactive means above about -39%
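Two-dose cell screen: HFF monolayers treated with compounds and infected with luciferase-expressing HCMV at 1 PFU/cell, 72 h at 37C, then lysed for luciferase measurement.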
AMA1-RON2 inh: AMA1-RON2 (P. falciparum) interaction inhibition; AlphaScreen AMA1-biotinylated RON2 peptide binding; AID 720542; 360,000 compounds, 0.2% hits; Potency, µM (titrated, usually from 58.2 µM), inactives show at the top dose activity change, negative = inhibition, actives largely listed as inhibitors;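 further: potency means the concentration at half of the fitted maximal effect; 0% = vehicle wells and -100% = peptide control; nearly all actives have a fitted effect of over 45% in size; some results filed as inactive show a strong effect at the top dose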
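AMA1 (3D7) with his tag at 25 nM final met compounds first, then biotinylated RON2 peptide at 25 nM; detection used donor plus acceptor beads, 10 µg/mL apiece, read by AlphaScreen after 30 min at room temperature.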
AmpC inh no detg: blocks E. coli AmpC beta-lactamase in detergent-free assay; AID 485341; 330,000 compounds, 0.52% hits; P00811; Potency, µM (series often up to 57.1 µM), without a hit: at the top dose activity change, negative = inhibition, hits mostly inhibitors; AmpC nitrocefin hydrolysis, absorbance 480 nm, 0.0001% Triton;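 further: potency means the concentration at half of the fitted maximal effect; plate controls were no compound for no effect and no enzyme for full effect; nearly all actives have a fitted effect of over 20% in size; some results filed as inactive show a strong effect at the top dose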
Target sequence (P00811 whole entry, looked up): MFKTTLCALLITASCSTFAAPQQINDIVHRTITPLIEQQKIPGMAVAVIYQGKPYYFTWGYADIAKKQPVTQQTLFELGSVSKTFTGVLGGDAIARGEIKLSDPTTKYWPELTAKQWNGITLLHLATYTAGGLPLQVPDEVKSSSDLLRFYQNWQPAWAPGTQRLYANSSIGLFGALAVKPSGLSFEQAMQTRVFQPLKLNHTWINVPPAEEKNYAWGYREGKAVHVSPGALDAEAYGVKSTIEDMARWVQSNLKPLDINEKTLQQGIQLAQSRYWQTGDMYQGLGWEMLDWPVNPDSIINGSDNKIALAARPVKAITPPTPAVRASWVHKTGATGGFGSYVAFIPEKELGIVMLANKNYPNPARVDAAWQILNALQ
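AmpC (5.3 nM in the dispensed reagent) in 20 mM phosphate pH 7.0 with 0.01% (detergent screen) or 0.0001% Triton X-100 was preincubated with compounds for 15 min at room temperature. Nitrocefin was then added from an 800 uM solution, and hydrolysis was followed at 480 nm.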
TbPYK inhibitor: T. brucei pyruvate kinase inhibition; Q57TT1; TbPYK enzyme, Kinase-Glo Plus ATP luminescence, 45 min; Potency, µM (top dose mostly 76.8 µM), for the others: at the highest dose activity, negative = inhibition, usual class: inhibitors; 410,000 compounds, 0.12% hits; further: potency means the concentration at half of the fitted maximal effect; nearly all actives have a fitted effect of over 50% in size
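ADP (130 uM final) triggers the TbPYK reaction after compound addition; incubation is 45 min at room temperature. Kinase-Glo Plus is then added and luminescence imaged. Normalized data are fitted to concentration-effect curves.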
LmPK inh: blocks Leishmania mexicana pyruvate kinase activity | AID 1721 | Potency, µM (doses to about 57.5 µM), for inactives: at the top dose activity change, negative = inhibition, usual class: inhibitors | purified LmPK, Kinase-Glo ATP luminescence, 1 h | 290,000 compounds, 0.37% hits; further: potency means the concentration at half of the fitted maximal effect
Target sequence (Q27686 whole entry, looked up): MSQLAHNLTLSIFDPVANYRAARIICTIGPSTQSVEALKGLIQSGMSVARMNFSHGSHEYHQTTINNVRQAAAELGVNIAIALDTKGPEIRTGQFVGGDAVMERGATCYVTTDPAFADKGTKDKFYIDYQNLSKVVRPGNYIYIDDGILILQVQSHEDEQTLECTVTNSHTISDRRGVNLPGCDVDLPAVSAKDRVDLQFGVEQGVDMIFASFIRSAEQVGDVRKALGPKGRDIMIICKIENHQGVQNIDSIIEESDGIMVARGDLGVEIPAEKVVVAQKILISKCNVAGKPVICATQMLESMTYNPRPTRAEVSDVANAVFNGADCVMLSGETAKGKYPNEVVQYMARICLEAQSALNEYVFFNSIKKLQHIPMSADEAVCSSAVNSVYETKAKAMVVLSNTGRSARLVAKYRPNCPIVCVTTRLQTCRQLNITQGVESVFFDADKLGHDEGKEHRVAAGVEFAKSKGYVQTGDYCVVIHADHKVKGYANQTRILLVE
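qHTS format; LmPK 0.1 nM; substrates PEP 0.5 mM and ADP 0.1 mM. One-hour room-temperature incubation, then coupled luciferase luminescence; 0.5 nM enzyme wells mark activation.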
Sm TGR block: blocks Schistosoma mansoni thioredoxin glutathione reductase; Potency, µM (highest dose often 114 µM), for the others: top-dose activity change, negative = inhibition, hits mostly inhibitors; purified TGR, DTNB reduction, TNB absorbance 405 nm; 360,000 compounds, 3% hits; Q962Y6; further: potency means the concentration at half of the fitted maximal effect; nearly all actives have a fitted effect of over 60% in size
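Kinetic colorimetric format: TGR-catalysed, NADPH-driven DTNB reduction monitored via TNB absorbance. Enzyme dispensed at 20 nM; compound exposure 15 min at room temperature before reaction start.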
AmpC inh detg: inhibitors of E. coli AmpC beta-lactamase with detergent. P00811. AmpC hydrolysis of nitrocefin, absorbance 480 nm, 0.01% Triton. Potency, µM (top dose mostly 114 µM), inactives show at the highest dose activity change, negative = inhibition, actives largely listed as inhibitors. 370,000 compounds, 0.041% hits;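 further: potency means the concentration at half of the fitted maximal effect; 0% = no-compound wells and -100% = no-enzyme wells; nearly all actives have a fitted effect of over 25% in size; some results filed as inactive show a strong effect at the top dose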
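AmpC (5.3 nM in the dispensed reagent) in 20 mM phosphate pH 7.0 with 0.01% (detergent screen) or 0.0001% Triton X-100 was preincubated with compounds for 15 min at room temperature. Nitrocefin was then added from an 800 uM solution, and hydrolysis was followed at 480 nm.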
Active calls of the source: *; ? = inconclusive; / = not tested or not shown; & = joins results of further samples; [ ] = another dose, or the depositor's remark. Unless noted, the call rests on the fitted dose curve; in most records, active means well fitted curve in the direction sought with a large enough effect; inconclusive means small, poorly fitted or top-dose-only effect, or another doubt; inactive means no such curve, though single readings can be large; an effect the other way counts as inactive or inconclusive. Unless noted, on the % scale 0 is the no-effect control and ±100 the full control effect.

Codes – A = HCMV antiviral; B = AMA1-RON2 inh; C = AmpC inh no detg; D = TbPYK inhibitor; E = LmPK inh; F = Sm TGR block; G = AmpC inh detg
> Cc1cc(C)c(NC(=O)C2CCCN(C(=O)c3cnn(-c4ccccc4)c3-n3cccc3)C2)c(C)c1 (stereo not given)
  A = -20	B = /	C = /	D = -2%	E = /	F = 13%	G = 16%
> Cc1cc(C)n2nc(/C(C#N)=C/c3ccccc3)c(C#N)c2n1
  A = 38	B = -1%	C = -3%	D = 0%	E = 0%	F = 3%	G = -4%
> Cc1cccc2cc(CN(Cc3cccnc3)C(=S)NCCCN(C)C)c(=O)[nH]c12
  A = -14	B = 1%	C = 55%	D = -17%	E = 5%	F = 7%	G = -11%
> COc1cccc2c1NC(C(=O)O)C1CC=CC21 (stereo not given)
  A = /	B = ?	C = -58%	D = ?	E = -13%	F = 7.1µM*	G = ?
> COc1ccc2[nH]cc(CCNC(=O)/C=C/[C@H]3O[C@@H](n4cc(C)c(=O)[nH]c4=O)C[C@@H]3O)c2c1
  A = 3	B = -3%	C = /	D = 2%	E = /	F = /	G = /
> CC(C)Cc1nnc(NS(=O)(=O)c2ccc(Cl)cc2)s1
  A = -12	B = 14%	C = -20%	D = 0%	E = -1%	F = -4%	G = ?
> COc1ccc(NC(=S)NNc2ccc(S(=O)(=O)Nc3ccccc3C(=O)O)cc2[N+](=O)[O-])cc1
  A = -36	B = 3%	C = -53%	D = ?	E = -26%	F = 1%	G = 2%
> CCOC(=O)c1[nH]c2ccccc2c1NC(=O)c1ccc(C)c(C)c1
  A = -6	B = /	C = /	D = 0%	E = /	F = 13%	G = 5%
> COC(=O)CSc1nnc(CNC(=O)c2ccc(S(=O)(=O)N3CCCCC3)cc2)n1C
  A = 4	B = 1%	C = 19%	D = 4%	E = 0%	F = 4%	G = -11%
> CCC(=O)N1CCc2cc(Br)cc(S(=O)(=O)N3CCC(C(=O)NCCCOC(C)C)CC3)c21
  A = 10&12	B = 15%	C = 188%[activator]	D = 4%&3%	E = -5%	F = -13%&5%	G = 10%
> COCC(=O)Nc1cccc(-c2nc3cccnc3s2)c1
  A = 125	B = /	C = /	D = 1%	E = /	F = -3%	G = 6%
> COc1ccc(Nc2ncccc2C(=O)NCc2ccccc2)cc1
  A = -10	B = -20%	C = -29%	D = -4%	E = 0%	F = 3%	G = -4%
> O=C(Nn1c(-c2ccncc2)nc2ccccc2c1=O)c1ccc(Br)cc1
  A = ?	B = 10%	C = -40%	D = -1%	E = 3%	F = 7%	G = ?
> Cc1ccccc1NC(=O)COC(=O)c1ccc2c(c1)C(=O)N(CCCN1CCOCC1)C2=O
  A = -11	B = 0%	C = /	D = 3%	E = /	F = /	G = /
> CC(OC(=O)Cn1[nH]c(=O)c2ccccc2c1=O)C(=O)Nc1ccc(Cl)cn1 (stereo not given)
  A = 3	B = -1%	C = -19%	D = -10%	E = /	F = -2%	G = -12%
> O=c1[nH]c(=O)n(Cc2ccc(F)cc2)c(O)c1C=Nc1ccc(Cl)cc1
  A = -17	B = -3%	C = -19%	D = 1%	E = 1%	F = ?	G = 8%
> O=C(Cc1ccccc1)Nc1ccc(N2CCOCC2)cc1
  A = 74	B = 0%	C = -7%	D = -19%	E = -27%	F = /	G = -11%
> CCOc1ccc(S(=O)(=O)NCC(c2ccc(N(C)C)cc2)N2CCCC2)cc1 (stereo not given)
  A = -20	B = /	C = /	D = -9%	E = /	F = 1%	G = 15%
> CCOCCCNC(=O)/C(C#N)=C/c1cc(C)c(O)c(C)c1
  A = 0	B = -3%	C = -18%	D = -2%	E = 3%	F = -9%	G = 0%
> Cc1cc2cc(C(c3nnnn3Cc3ccccc3)N3CCc4ccccc43)c(=O)[nH]c2cc1C (stereo not given)
  A = 35	B = -12%	C = -21%	D = 5%	E = 8%	F = 45µM*	G = 7%
> C=CCN1C(=O)/C(=C\c2ccc(C)cc2)N=C1SCC(=O)NCCC
  A = 57	B = 5%	C = -19%	D = -4%	E = 4%	F = 14%	G = -5%
> COc1ccc2c(c1OC)C(=O)N1c3ccccc3COC21 (stereo not given)
  A = 98	B = -2%	C = -15%	D = -1%	E = -14%	F = 9%	G = ?
> CC(Cl)C(=O)NN=C(c1ccccc1)c1ccccc1 (stereo not given)
  A = -11	B = 35%[activator]	C = -12%	D = 2%	E = -2%	F = /	G = 3%
> CCCC12CN3CC(C)(CN(C1)C3c1cccs1)C2=O (stereo not given)
  A = 13	B = 8%	C = -3%	D = 2%	E = 3%	F = 5%	G = 0%
> CCOc1ccc(CCNc2ccc3nnc(-c4ccccc4)n3n2)cc1OCC
  A = 105	B = -1%	C = 0%	D = -10%	E = 5%	F = 0%	G = ?

Single entries from the list.
Result for COc1ccc(NC(=S)NNc2ccc(S(=O)(=O)Nc3ccccc3C(=O)O)cc2[N+](=O)[O-])cc1 under Sm TGR block: 1%
Result for CCCC12CN3CC(C)(CN(C1)C3c1cccs1)C2=O (stereo not given) under TbPYK inhibitor: 2%

The list continues:
Codes – A = HCMV antiviral; B = AMA1-RON2 inh; C = AmpC inh no detg; D = TbPYK inhibitor; E = LmPK inh; F = Sm TGR block; G = AmpC inh detg
> COCCCN1CN=C(Nc2nc3ccccc3o2)NC1
  A = 70	B = 0%	C = 0%	D = -5%	E = 2%	F = 1%	G = -3%
> CCOc1ccccc1NC(=O)c1ccc(C(=O)Nc2ccccc2OCC)nc1
  A = -64*	B = 6%	C = -15%	D = 0%	E = -2%	F = 3%	G = -10%
> O=C1CSc2cc(Cl)ccc2N1
  A = -12	B = -10%	C = /	D = ?	E = /	F = /	G = /
> CC(=O)c1c(O)cc2n(c1=O)-c1ccc(Cl)cc1C2(C)C
  A = -14	B = 22%	C = -18%	D = 1%	E = 0%	F = -1%	G = ?
> O=C(CCC(=O)N1CCN(c2ccc(O)cc2)CC1)c1ccc(Br)cc1
  A = /	B = /	C = -38%	D = /	E = -3%	F = -16%	G = -1%
> c1ccc(Cn2nnc(-c3ccccc3)n2)cc1
  A = 23	B = 13%	C = -16%	D = 7%	E = 3%	F = 0%	G = -5%
> CCOC(=O)c1ccccc1NC(=O)/C=C/C(=O)O
  A = 7	B = 13%	C = -21%	D = -14%	E = 6%	F = ?	G = 6%
> Cc1ccc(CNC(=O)C2CCN(S(=O)(=O)c3cn(C)cn3)CC2)cc1
  A = ?	B = /	C = /	D = 3%	E = /	F = -7%	G = -8%
> NNC(=O)C1=NOC2COC3(CCN(c4ncccn4)CC3)OCC12 (stereo not given)
  A = 22	B = 44%[activator]	C = 38%	D = 4%	E = -7%	F = 2%	G = 3%
> Cc1cc(C(=O)COC(=O)CC(NC(N)=O)c2ccc(Cl)cc2)c(C)n1C (stereo not given)
  A = -2	B = 5%[11.6 µM]	C = 51%	D = 3%	E = /	F = /	G = /
> Cc1ccc(-n2ncc3c(=O)n(CC(=O)NC4CCCCC4)cnc32)cc1C
  A = 41	B = -1%	C = -7%	D = -1%	E = 4%	F = -5%	G = ?
> CCCNc1nc(N)nc(-c2cc(Cl)ccc2OC)n1
  A = 15	B = -6%	C = -6%	D = -25%	E = -3%	F = 2%	G = -3%
> CCn1nc(C)c(C2C(C#N)=C(N)OC3=C2C(=O)CCC3)c1C (stereo not given)
  A = 19	B = 8%	C = -15%	D = -13%	E = 1%	F = -7%	G = -3%
> CC1CN(CCCCOc2cccc(Oc3ccccc3)c2)CC(C)O1 (stereo not given)
  A = -14	B = -10%	C = 206%[activator]	D = 16%	E = 0%	F = ?	G = -3%
> N#Cc1ccccc1NC(=O)CSc1nnc(-c2ccccc2O)n1-c1ccccc1
  A = -30	B = 56%[activator]	C = -15%	D = 0%	E = -10%	F = -2%	G = ?
> Cc1ccc(OCC(=O)NCC(=O)OCc2cc(=O)n3nc(CC(C)C)sc3n2)cc1
  A = 5	B = /	C = /	D = 5%	E = /	F = 3%	G = -10%
> CC(C)NC(=O)c1ccccc1NC(=O)Cc1ccc(Cl)cc1
  A = -19	B = -12%	C = -21%	D = 2%	E = 2%	F = -28%	G = ?
> CCOC(=O)C1CCN(C(=O)C2CCN(c3nnc(C)c4c(C)n(-c5ccccc5)nc34)CC2)CC1
  A = -12	B = /	C = /	D = 1%	E = /	F = 10%	G = 21%
> N#Cc1c(N)nc2c(c1-c1ccc3c(c1)OCO3)CCCCCC2
  A = ?	B = 9%	C = -20%	D = -1%	E = 3%	F = -25%	G = ?
> C[C@@H](CN=[N+]=[N-])CN1CC[C@H](O)CCC1=O
  A = -5	B = 0%	C = -2%	D = 6%	E = -2%	F = -6%	G = -8%
> O=C(c1csc2ccccc12)n1cccn1
  A = -30	B = 10%	C = -10%	D = 0%	E = -5%	F = 5%	G = 3%
> O=C(Cn1c(=O)sc2ccccc21)Nc1ccc2c(c1)OCCO2
  A = 52	B = -4%	C = -15%	D = 3%	E = 1%	F = -7%	G = ?
> O=C(O/N=C1\CCS(=O)(=O)c2sccc21)c1c(F)cccc1F
  A = -8	B = ?	C = -14%	D = 2%	E = -1%	F = /	G = 2%
> C1=C2C[N+]3(CCCC3)CC2Cc2ccc3ccccc3c21 (stereo not given)
  A = -65*	B = -12%	C = 12%	D = -6%	E = 4%	F = -12%	G = -3%
> CC(C)(Oc1ccc(Cl)cc1)C(=O)NCC(c1ccco1)N1CCCCC1 (stereo not given)
  A = -15	B = -19%	C = 70%[activator]	D = 3%	E = /	F = -7%	G = ?
> S=C1NCCN1CC1CCN(CCCC2CCCC2)CC1
  A = -16	B = -1%	C = /	D = -3%	E = /	F = /	G = /
> O=C(O)c1cc(-n2nnnc2SCc2ccccc2F)ccc1Cl
  A = 76	B = 0%	C = -29%	D = -5%	E = 10%	F = 4%	G = 3%
> CCN(CC(=O)NC1CCS(=O)(=O)C1)c1nc(-c2cccnc2)nc2ccccc12 (stereo not given)
  A = 10	B = -19%	C = 12%	D = 1%	E = -3%	F = 21%	G = -5%

Among those listed so far, these contain bromine.
Codes – A = HCMV antiviral; B = AMA1-RON2 inh; C = AmpC inh no detg; D = TbPYK inhibitor; E = LmPK inh; F = Sm TGR block; G = AmpC inh detg
> CCC(=O)N1CCc2cc(Br)cc(S(=O)(=O)N3CCC(C(=O)NCCCOC(C)C)CC3)c21
  A = 10&12	B = 15%	C = 188%[activator]	D = 4%&3%	E = -5%	F = -13%&5%	G = 10%
> O=C(Nn1c(-c2ccncc2)nc2ccccc2c1=O)c1ccc(Br)cc1
  A = ?	B = 10%	C = -40%	D = -1%	E = 3%	F = 7%	G = ?
> O=C(CCC(=O)N1CCN(c2ccc(O)cc2)CC1)c1ccc(Br)cc1
  A = /	B = /	C = -38%	D = /	E = -3%	F = -16%	G = -1%
